Y pestis TopoI: Y. pestis Topo-I inhibition via cleavage products; Y. pestis Topo-I cleavage product accumulation, plate reader; activity, % at 10 µM; 0.064% of 360,000 active; AID 504884; in the data active means activity above about 50%, passing the limit was not always enough; further: inactives centre near 2
PriA SSB inh: inhibitors of Klebsiella pneumoniae PriA binding to SSB C-terminal tail | AlphaScreen SSBct-PriA binding, biotinylated peptide | 0.6% of 430,000 active | inhibition, % at 33 µM; in the data active means inhibition mostly above about 37%, no sharp cut-off; inactive means mostly below about 20%;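 further: plate controls were negative control peptide for no effect and reference peptide for full effect; strong numbers were not always called active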
TcdB inh: inhibitors of Clostridioides difficile toxin B glycohydrolase. P18177. inhibition, % at 9.99 µM. TcdB glycohydrolase enzymatic assay, plate reader. 0.24% of 350,000 active; in the data active means inhibition above about 10%
CCHF vOTU inh: CCHFV vOTU protease inhibition; 0.55% of 370,000 active; Pep-AMC fluorescence; inhibition, % at 11.5 µM; in the data active means inhibition above about 30%; further: 0% = vehicle wells with enzyme and 100% = no enzyme wells
BH1578 lux ind: induces V. cholerae light production without autoinducers | V. cholerae BH1578 lux reporter, luminescence, 6 h | activation, % at 18.7 µM | 0.16% of 350,000 active | AID 588436; in the data active means activation mostly above about 9.7%, no sharp cut-off; further: not every result past the cut was called active; inactives centre near 0; reference of the scale not given here
PrPC TRFRET: cell surface PrPC inhibition, primary TR-FRET screen | AID 720596 | 0.43% of 370,000 active | inhibition, % at 13.8 µM | P04156 | TR-FRET read-out; in the data active means inhibition above about 24%; further: 0% = median of the test wells and 100% = reference compound wells
Rv3671c inh: inhibitors of M. tuberculosis serine protease Rv3671c; 0.048% of 320,000 active; inhibition, % at 5.96 µM; in the data active means inhibition above about 38%;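 further: extracellular domain of Rv3671c used as enzyme; 0% = enzyme with DMSO and 100% = no enzyme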
Target sequence (P9WHR9 whole entry, looked up, the tested form may be a part): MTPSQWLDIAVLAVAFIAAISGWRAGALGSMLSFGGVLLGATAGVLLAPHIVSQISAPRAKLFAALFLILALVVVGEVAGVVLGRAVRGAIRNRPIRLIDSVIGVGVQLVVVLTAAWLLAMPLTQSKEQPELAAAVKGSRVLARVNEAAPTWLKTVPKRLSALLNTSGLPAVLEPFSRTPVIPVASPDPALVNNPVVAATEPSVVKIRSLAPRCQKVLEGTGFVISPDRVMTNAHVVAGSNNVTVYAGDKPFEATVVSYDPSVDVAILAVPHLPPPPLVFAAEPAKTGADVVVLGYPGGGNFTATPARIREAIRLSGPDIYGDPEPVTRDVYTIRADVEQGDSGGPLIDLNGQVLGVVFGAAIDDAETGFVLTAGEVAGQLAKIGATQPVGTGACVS
VHR inh abs: blocks human VHR1 dual specificity phosphatase; recombinant VHR phosphatase, pNPP absorbance; 0.52% of 290,000 active; inhibition, % at 13.3 µM; in the data active means inhibition above about 50%; further: some compounds called inactive have numbers as strong as hits
Target sequence (P51452 whole entry, looked up): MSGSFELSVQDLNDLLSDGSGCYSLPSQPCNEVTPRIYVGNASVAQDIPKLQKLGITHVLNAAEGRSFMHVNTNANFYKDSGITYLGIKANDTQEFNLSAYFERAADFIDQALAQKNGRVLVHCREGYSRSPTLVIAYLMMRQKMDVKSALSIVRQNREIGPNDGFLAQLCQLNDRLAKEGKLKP
3CLpro inhibitor: SARS-CoV 3CLpro protease inhibition | P0C6X7 | recombinant SARS-CoV 3CLpro, quenched FRET peptide cleavage | inhibition, % at 6 µM | 0.14% of 290,000 active | AID 1706; in the data active means inhibition above about 12%
MazF activator: MazEF (E. coli) toxin RNase activation. 0.32% of 350,000 active. activation, % at 20 µM. P0AE70. FAM/BHQ RNA-DNA oligo cleavage fluorescence, 5 h. AID 504720; in the data active means activation above about 50%
Target sequence (P0AE70 whole entry, looked up): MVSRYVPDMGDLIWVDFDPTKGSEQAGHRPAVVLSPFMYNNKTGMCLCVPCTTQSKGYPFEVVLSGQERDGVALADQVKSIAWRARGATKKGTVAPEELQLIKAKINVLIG
Active calls of the source: *; i = inactive; · = not tested or not shown; & = joins results of further samples.

SMILES | Y pestis TopoI | PriA SSB inh | TcdB inh | CCHF vOTU inh | BH1578 lux ind | PrPC TRFRET | Rv3671c inh | VHR inh abs | 3CLpro inhibitor | MazF activator
Cc1cccc(OCC(=O)Nc2nnc(S(=O)(=O)N3CCCCC3)s2)c1 | 7 | -16 | -6.7 | 3 | -0.3 | 2 | -4 | 25 | 0 | 1
COc1cc(C(F)(F)F)ccc1C(=O)NCCc1ccco1 | 4 | -3 | -0.3 | 8 | i | -5 | -2 | -24 | 2 | 4
Cc1cc(C(=O)CSc2nn3c(=O)c(C(C)(C)C)nnc3s2)c(C)n1C1CC1 | 0 | -2 | 4.6 | -5 | -1.5 | 1 | 2 | 18 | 5 | -7
COc1cccc(C2(c3cccc(OC)c3)CC2C(=O)Nc2ccccc2Cl)c1 (stereo unspecified) | 24 | 8 | 4.4 | 2 | -0.8 | 12 | 1 | -4 | 5 | -1
CN1CCN(c2ccc(NC(=O)C(C)(c3ccccc3)c3ccccc3)cc2)CC1 | 4 | 6 | -0.2 | 3 | i | -4 | -4 | 4 | -5 | -8
CCCCCC(=O)N(CN1C(=O)CCC1=O)c1ccccc1 | 0 | -6 | · | 6 | -0.3 | 3 | -6 | -12 | -1 | 3
O=C1C2C(C(=O)N1CC1CCCO1)C1C=CC2C12CC2 (stereo unspecified) | -7 | 5 | · | 7 | -1.0 | 3 | -1 | 21 | 5 | 4
O=C(NNC(=O)C1CCN(S(=O)(=O)c2c(Cl)cccc2Cl)CC1)c1ccccc1O | 1 | -5 | 1.2 | -4 | i | -9 | 4 | · | · | 6
COc1ccc2c(c1)c1c(n2C(C)=O)C(OC(C)=O)=NCC1 | -8 | -19 | · | -1 | -4.5 | 0 | -15 | -8 | -3 | -13
COc1ccccc1NS(=O)(=O)c1cc(NC(=O)COc2ccccc2F)ccc1N1CCOCC1 | 12 | 0 | 2.9 | -13 | · | -5 | -73 | · | · | -11
Cn1c(CCN2CCCCC2)nc2cc(NS(=O)(=O)c3ccc(F)cc3)ccc21 | 5 | -13 | · | 5 | i | 6 | -19 | 19 | 3 | -3
CC(C)=CC(=O)Nc1ccccc1Br | 6 | -7 | -0.4 | · | -0.9 | · | 3 | 2 | 1 | 0
O=C(Nc1nc(-c2ccc(Cl)cc2)cs1)NC1CCCCC1 | 4 | -3 | · | 26 | -0.1 | 16 | -3 | -2 | 1 | 3
S=C(NCCc1ccccc1)NCc1cccs1 | -4 | -21 | 0.1 | 7 | -0.8 | 4 | 2 | 14 | 2 | 0
CC(=O)c1cccc(NC(=O)c2csc3c2CCCCC3)c1 | 1 | -11 | -3.3 | 27 | -0.2 | 11 | -8 | 13 | 3 | 1
COc1ccccc1/C=C/C(=O)NCC(=O)n1nc(C)cc1C | 9 | -16 | 1.0 | -13 | -0.3 | -6 | 4 | 27 | 6 | 2
O=C1CC(C(=O)O)C(c2ccccc2)c2ccccc21 (stereo unspecified) | 9 | 2 | 2.1 | -4 | i | -1 | · | · | · | 4
Nc1ccc(C(=O)Oc2ccc([N+](=O)[O-])cc2)cc1 | -1 | -6 | 1.2 | 23 | -0.5 | -17 | 2 | 11 | 4 | 4
C=C(C)Cn1c(SCC(=O)N/N=C/c2cccc(O)c2)nc2ccccc2c1=O | 2 | · | · | -9 | -0.1 | -1 | -23 | 1 | 0 | 3
Cc1nnc(SCC(=O)Nc2ncc3c(n2)CCCC3=O)s1 | -2 | -24 | · | 12 | i | 11 | 3 | 17 | 0 | -1
O=C1c2ccccc2CCC12N=NCC2c1ccc(Cl)cc1 (stereo unspecified) | -2 | -16 | · | 2 | -0.2 | 1 | 7 | 23 | 0 | 2
Cc1nc(N2CCN(C(=O)COc3ccccc3)CC2)c2c(C)c(C)sc2n1 | 11 | -2 | · | -2 | -0.2 | -3 | -4 | 27 | 6 | 2
CCOC(=O)CSc1nc2c(sc3ccccc32)c(=O)n1CCCN1CCOCC1 | -2 | -7 | · | -1 | -0.2 | -9 | 2 | 3 | 1 | -1
CCCCOC(=O)c1[nH]c(C)c(C(=O)OC)c1C | 11 | 1 | · | -5 | -6.7 | 0 | -12 | -8 | 0 | 2
CCOC(=O)N1CCN(C(=O)CS(=O)Cc2nc(-c3ccc(OC)c(OC)c3)oc2C)CC1 (stereo unspecified) | 1 | 7 | 0.0 | 2 | -2.0 | 9 | -8 | -10 | -3 | -4
(listing goes on)
SMILES | Y pestis TopoI | PriA SSB inh | TcdB inh | CCHF vOTU inh | BH1578 lux ind | PrPC TRFRET | Rv3671c inh | VHR inh abs | 3CLpro inhibitor | MazF activator
C[C@H](CO)N1C[C@H](C)[C@@H](CN(C)S(=O)(=O)c2ccc(Cl)cc2)Oc2ccc(NS(=O)(=O)c3ccccc3)cc2CC1=O | 6 | -6 | 0.5 | -2 | -0.9 | -2 | -6 | · | · | -8
CCOc1ccc(S(=O)(=O)NCC2CCCO2)c2cccnc12 (stereo unspecified) | 0 | -9 | · | -8 | -11 | -3 | -3 | -9 | -3 | -9
NCc1oc(-c2ccccc2)cc1C(=O)O | -15 | -4 | 0.0 | -5 | -1.5 | 6 | -2 | -3 | -1 | -11
N#CCC(=O)N/N=C/c1cc(-c2ccccc2)n(-c2ccc(Cl)cc2)c1-c1ccccc1 | · | · | 0.7 | 2 | · | -9 | 3 | 16 | 5 | -4
CCOC(=O)c1cc(-c2ccccc2)sc1NC(=O)c1ccc(OC)c(OC)c1 | -3 | -12 | · | 1 | i | 4 | -16 | 37 | -2 | 1
Cc1cc(OC(=O)c2cccs2)ccc1C(C)C | 7 | -91 | · | 7 | i | -5 | 4 | -15 | -3 | 3
O=C(NCC(c1cccs1)N1CCOCC1)c1cccc([N+](=O)[O-])c1 (stereo unspecified) | -4 | 9 | · | 0 | -0.3 | -19 | -13 | 0 | 2 | -4
COc1ccccc1N1CCN(C(=O)c2cc3c(s2)-c2ccccc2OC3)CC1 | 4 | -7 | 1.9 | 0 | i | -3 | 4 | 29 | 4 | 2
CC(C)N(Cc1nnc(-c2ccccc2Br)o1)C(=O)c1cc(Cl)nc2ccccc12 | 12 | -9 | 1.1 | 5 | 1.3 | -1 | -4 | · | · | -4
CC(C)(C)OC(=O)NCCCCCNC(=O)c1[nH]cnc1C(=O)Nc1nccs1 | 2 | 6 | 0.7 | 1 | 4.1 | 2 | -1 | · | · | 1
COc1ccccc1C(=O)NC(C)c1ccccc1 (stereo unspecified) | -6 | -4 | · | 12 | i | 8 | 6 | 44 | 2 | -2
CCOC(CCn1c(SCc2ccc([N+](=O)[O-])cc2)nc2ccccc2c1=O)OCC | 26 | 13 | 1.1 | -2 | -0.2 | -1 | -8 | -8 | 1 | -5
O=C(Nc1ccc(F)c([N+](=O)[O-])c1)C1CCCO1 (stereo unspecified) | -1 | 2 | -0.2 | -7 | -1.2 | -22 | 5 | · | · | 2
Cc1ccc(N(CC(=O)NC2CCCCC2)S(=O)(=O)c2c(C)noc2C)cc1 | -10 | -14 | 1.7 | 16 | -5.3 | -1 | -13 | 7 | -5 | -8
COc1ccc(S(=O)(=O)N2CCCCCC2)cc1C(=O)Nc1ccccn1 | -7 | -1 | 2.6 | 9 | -0.4 | 3 | -1 | 2 | -5 | -11
O=C(Oc1ccc(F)c(F)c1)c1ccc2c(=O)n3c(nc2c1)CCC3 | -2 | -5 | 1.4 | -4 | -1.2 | -5 | -14 | · | · | -2
CCOC(=O)C1=C(C)NC(=O)NC1c1ccc(OCC(=O)Nc2ccccc2)c(OC)c1 (stereo unspecified) | -6 | -1 | 1.9 | 4 | -0.2 | -3 | -3 | 11 | -4 | 5
Cc1cccc(NC(=O)COC(=O)CCc2ccccc2)c1C | 1 | -8 | 0.8 | -5 | i | -2 | -7 | 6 | -5 | -4
COCCn1c(=S)[nH]c2cc(OC)c(OC)cc2c1=O | 0 | -10 | -0.1 | -13 | i | -1 | -3 | -8 | -2 | 0
CC(NC(=O)c1ccc2c(c1)OCCO2)C(=O)O (stereo unspecified) | -9 | 5 | · | -22 | i | -3 | -3 | 18 | 2 | 4
CS(=O)(=O)N(CC(=O)Nc1cccc([N+](=O)[O-])c1)c1cccc(F)c1 | 1 | 8 | 1.4 | -6 | -1.4 | -22 | 1 | 25 | 3 | 9
CCOC(=O)CC(=O)CSc1nccc(-c2cccnc2)n1 | -8 | -13 | 1.4 | 2 | 0.9 | -7 | 5 | 20 | 6 | 2
Cc1cccc(C)c1NC(=O)CNC(=O)CCC(=O)c1cccs1 | 2 | -18 | -0.5 | 5 | i | -3 | -3 | 5 | 4 | -3
COC(=O)c1cc(C(=O)NCc2ccccc2)c(=O)[nH]c1C | 0 | -1 | 0.7 | 6 | 0.3 | 4 | -5 | 2 | 2 | 4
O=C(OCC(=O)N1CCCCCC1)c1cc(S(=O)(=O)N2CCOCC2)ccc1F | 4 | · | 0.3 | -24 | -0.5 | 3 | · | · | · | 2
New compounds follow:
SMILES | Y pestis TopoI | PriA SSB inh | TcdB inh | CCHF vOTU inh | BH1578 lux ind | PrPC TRFRET | Rv3671c inh | VHR inh abs | 3CLpro inhibitor | MazF activator
COc1cccc(N2CCN(CC(=O)Nc3ccc(SC(F)F)cc3)CC2)c1 | 23 | -2 | -1.3 | 6 | -0.2 | -7 | -5 | 30 | -1 | -3
Clc1cccc(N/N=C/c2ccc(N3CCOCC3)s2)c1 | -40 | · | 0.5 | -9 | -0.3 | 4 | -10 | 13 | 1 | 5
CCN(CC(=O)Nc1ccc(NC(C)=O)cc1)C(=O)CC1OC(=O)c2ccccc21 (stereo unspecified) | -2 | 6 | -0.8 | -3 | i | 3 | 3 | · | · | 7
O=C(O)c1c[nH]ccc1=O | 3 | -12&-7&-14 | · | -5 | -0.6 | -4 | -3 | -5 | 0 | 4
Cc1cc(NC(=O)CSc2nnc3c(C)cc4cc(C)c(C)cc4n23)no1 | 4 | -6 | · | -1 | -11 | 0 | 9 | 17 | 3 | 10
COc1cccc(C2=CC(=O)CC(C)(C)C2=O)c1 | -9 | · | 0.4 | -2 | -0.4 | -4 | · | · | · | 9

A section taken from the entries so far, as a working copy:
SMILES | Y pestis TopoI | PriA SSB inh | TcdB inh | CCHF vOTU inh | BH1578 lux ind | PrPC TRFRET | Rv3671c inh | VHR inh abs | 3CLpro inhibitor | MazF activator
Cc1cccc(NC(=O)COC(=O)CCc2ccccc2)c1C | 1 | -8 | 0.8 | -5 | i | -2 | -7 | 6 | -5 | -4
COCCn1c(=S)[nH]c2cc(OC)c(OC)cc2c1=O | 0 | -10 | -0.1 | -13 | i | -1 | -3 | -8 | -2 | 0
CC(NC(=O)c1ccc2c(c1)OCCO2)C(=O)O (stereo unspecified) | -9 | 5 | · | -22 | i | -3 | -3 | 18 | 2 | 4
CS(=O)(=O)N(CC(=O)Nc1cccc([N+](=O)[O-])c1)c1cccc(F)c1 | 1 | 8 | 1.4 | -6 | -1.4 | -22 | 1 | 25 | 3 | 9
CCOC(=O)CC(=O)CSc1nccc(-c2cccnc2)n1 | -8 | -13 | 1.4 | 2 | 0.9 | -7 | 5 | 20 | 6 | 2
Cc1cccc(C)c1NC(=O)CNC(=O)CCC(=O)c1cccs1 | 2 | -18 | -0.5 | 5 | i | -3 | -3 | 5 | 4 | -3
COC(=O)c1cc(C(=O)NCc2ccccc2)c(=O)[nH]c1C | 0 | -1 | 0.7 | 6 | 0.3 | 4 | -5 | 2 | 2 | 4
O=C(OCC(=O)N1CCCCCC1)c1cc(S(=O)(=O)N2CCOCC2)ccc1F | 4 | · | 0.3 | -24 | -0.5 | 3 | · | · | · | 2
COc1cccc(N2CCN(CC(=O)Nc3ccc(SC(F)F)cc3)CC2)c1 | 23 | -2 | -1.3 | 6 | -0.2 | -7 | -5 | 30 | -1 | -3
Clc1cccc(N/N=C/c2ccc(N3CCOCC3)s2)c1 | -40 | · | 0.5 | -9 | -0.3 | 4 | -10 | 13 | 1 | 5
CCN(CC(=O)Nc1ccc(NC(C)=O)cc1)C(=O)CC1OC(=O)c2ccccc21 (stereo unspecified) | -2 | 6 | -0.8 | -3 | i | 3 | 3 | · | · | 7
O=C(O)c1c[nH]ccc1=O | 3 | -12&-7&-14 | · | -5 | -0.6 | -4 | -3 | -5 | 0 | 4

Source: PubChem

Some of the compounds tested; count on the stated rates, not on these rows.
